Measles CPE: protection of cells from measles virus. AID 841. Measles virus-infected cells, CPE protection, absorbance. protection (pct of control), % at 4 µM. 140,000 compounds, 1.5% hits; in the data active = protection mostly above about 24%, no sharp cut-off; inactive = mostly below about 26%; note: some compounds called inactive have numbers as strong as hits
PTEN del growth: suppresses growth of cells with PTEN deletion; HCT116 PTEN-null viability, CellTiter-Glo, 60 h; active compounds read low; viability, % at 10 µM; 140,000 compounds, 1.2% hits; AID 827;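 active = viability at or below a set limit, 4 SD under the median of all tested compounds, cut at about 3.7% in these data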;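 note: PTEN knockout HCT116 line with beta catenin targeted HCT116 as companion control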
MRP-1 activ: activators of MRP-1; H69AR cells + doxorubicin, viability rescue, CellTiter-Glo; viability increase, % at 10 µM; 140,000 compounds, 0.61% hits;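 active = viability gain under doxorubicin at or above a set limit, the compound median plus 3 SD, cut at about 4.7% in these data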;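 note: MRP-1 overexpressing cells given doxorubicin 25 µM after compound pretreatment; 18-22 h compound pretreatment then 72 h with doxorubicin before readout; 0% = doxorubicin-only wells and 100% = vehicle-treated cells without doxorubicin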
NPY-Y2 antag: blocks the human neuropeptide Y Y2 receptor. inhibition, % at 2.7 µM. P49146. 140,000 compounds, 0.99% hits. NPY-Y2 expressing cells, antagonist mode; in the data active = inhibition above about 17%;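 note: 0% = vehicle with agonist challenge and 100% = reference antagonist with challenge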
Target sequence (P49146 whole entry, looked up): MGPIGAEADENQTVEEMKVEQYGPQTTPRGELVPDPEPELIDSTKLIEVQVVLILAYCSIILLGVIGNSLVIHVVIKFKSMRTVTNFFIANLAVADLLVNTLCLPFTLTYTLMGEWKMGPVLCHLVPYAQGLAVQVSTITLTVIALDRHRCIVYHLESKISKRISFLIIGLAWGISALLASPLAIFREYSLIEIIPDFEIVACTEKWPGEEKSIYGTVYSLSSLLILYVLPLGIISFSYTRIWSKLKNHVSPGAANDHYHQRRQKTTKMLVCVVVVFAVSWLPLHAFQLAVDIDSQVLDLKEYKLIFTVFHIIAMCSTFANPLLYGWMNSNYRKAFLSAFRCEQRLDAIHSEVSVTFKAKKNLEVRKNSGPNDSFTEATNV
E-sel TNF inh: TNF alpha driven E-selectin expression inhibition; AID 1246; inhibition, % at 2 µM; HUVEC TNFa-induced E-selectin immunofluorescence, high content; 120,000 compounds, 0.71% hits;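 active = inhibition above the batch mean plus 3 SD, and confirmed as a hit on visual image review, cut at about 43% in these data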;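 note: 0% = TNF-stimulated DMSO wells and 100% = unstimulated control wells; not every result past the cut was called active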
BB579 growth dn: yeast BB579 growth reduction in restrictive medium; S. cerevisiae BB579 growth, OD615, 48 h; inhibition, % at 10 µM; 140,000 compounds, 0.51% hits;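 active = inhibition above a set limit, 3 SD over the mean compound inhibition, cut at about 44% in these data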; note: inactives centre near -24
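Test system: S. cerevisiae DeaD strain BB579 yeast; Medium: restrictive CSMM-D medium; Compound: one dose, 10 µM compound with 0.25% DMSO; Incubation: 4 h cell preincubation, 48 h compound exposure, 30 °C humidified; Signal: OD at 615 nm; Benchmarks: amphotericin B at 10 µg/mL as positive control.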
Phagocyt inh: blocks phagocytosis by macrophages; J774A.1 macrophage IgG-bead phagocytosis, imaging; inhibition, % at 5 µM; 110,000 compounds, 0.07% hits;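 active = inhibition above the mean of the plate negative controls plus 5 SD, cut at about 13% in these data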;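 note: phagocytic index as fraction of beads internalized from green versus red external bead signal; plate controls were DMSO negative control for no effect and cytochalasin-D positive control for full effect; some results beyond the cut were filed as inactive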
bCat KO growth: beta-catenin-lacking colon tumor cell growth suppression; HCT116 beta-catenin knockout viability, CellTiter-Glo, 60 h; active compounds read low; viability, % at 10 µM; 140,000 compounds, 1.5% hits;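 active = viability at or under a set limit, the compound median less 4 SD, cut at about 6% in these data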;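 note: 0% = Hyamine 1622 control at 20 µM and 100% = untreated cell control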
Yeast life ext: extends the lifespan of yeast; S. cerevisiae growth with nicotinamide, OD615; deaD strain in restrictive glucose medium; inhibition of the nicotinamide effect, % at 10 µM; 130,000 compounds, 0.68% hits;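 active = inhibition above a set limit, placed 3 SD over the median of all compounds, cut at about 26% in these data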;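 note: 0% = nicotinamide-treated wells and 100% = cells grown without nicotinamide; some compounds called inactive have numbers as strong as hits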
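Assay system: engineered S. cerevisiae DeaD replicative-lifespan strain, galactose-grown log-phase cells; Buffer or medium: CSMM-D glucose medium, restrictive; Probe or stimulus: nicotinamide 1.5 mM; Compound: single dose 10 µM compound, 0.25% DMSO; Schedule: 4 h preincubation then 48 h treatment at 30 °C; Technique: OD615 measurement.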
GALR2 antag: GALR2 (human) receptor antagonism | O43603 | GALR2-expressing cells, antagonist mode | inhibition, % at 4 µM | 140,000 compounds, 0.39% hits | AID 828; in the data active = inhibition above about 27%;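 note: cells stimulated with galanin 1-16 at roughly its EC80; 0% = agonist challenge control and 100% = basal control without agonist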
Target sequence (O43603 whole entry, looked up): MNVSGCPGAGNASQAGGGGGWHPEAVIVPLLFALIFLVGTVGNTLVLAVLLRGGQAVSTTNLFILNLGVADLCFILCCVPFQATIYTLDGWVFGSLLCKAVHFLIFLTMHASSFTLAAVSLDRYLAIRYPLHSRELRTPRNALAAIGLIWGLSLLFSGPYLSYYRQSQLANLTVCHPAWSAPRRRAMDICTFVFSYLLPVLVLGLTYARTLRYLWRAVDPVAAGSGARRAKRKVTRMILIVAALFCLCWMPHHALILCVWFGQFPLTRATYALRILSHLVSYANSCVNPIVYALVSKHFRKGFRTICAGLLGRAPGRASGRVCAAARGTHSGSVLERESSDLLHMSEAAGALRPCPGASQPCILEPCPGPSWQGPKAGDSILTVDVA
Starred values were filed as active, the others as inactive; x = no result given.

Fields – E-sel TNF inh	Yeast life ext	NPY-Y2 antag	bCat KO growth	Phagocyt inh	Measles CPE	GALR2 antag	MRP-1 activ	BB579 growth dn	PTEN del growth
> CC(=O)c1cccc(NC(=O)N2CCCC2C(=O)NC2CCCCC2)c1 (centres undefined)
  -19.4	-22.8	-0.4	90.2	0.1	2.2	-6.8	-2.6	0.0	99.6
> COc1ccccc1N1CCN(C(c2ccc(N(C)C)cc2)c2nnnn2CCc2ccccc2)CC1 (centres undefined)
  18.4	x	8.3	78.5	x	6.4	8.7	-3.6	-13.6	71.8
> CCC12CN(C(=O)c3ccc(OC)cc3)CC(CC)(CN(C(=O)c3ccc(OC)cc3)C1)C2=O
  40.4	-5.9	1.7	97.8	-2.1	x	-0.1	-0.7	-45.2	88.2
> CCOc1ccc(NC(=S)N(CCc2c(C)[nH]c3ccc(C)cc23)Cc2cccnc2)cc1
  -11.2	-0.5	-0.6	88.2	x	6.7	18.3	-0.4	-13.1	82.4
> Cc1ccc(OCCNC(=O)/C=C/c2ccccc2)cc1C
  x	11.0	12.8	95.2	-2.8	14.9	-4.2	-1.3	-10.3	103.3
> CC1Cc2cc(/C(O)=C3/C(=O)C(=O)N(CCCN(C)C)C3c3ccncc3)ccc2O1 (centres undefined)
  11.7	-16.9	-3.1	80.0	-0.4	9.8	8.0	-0.9	-46.1	94.3
> CSc1nc2nc3c(c(=O)n2[nH]1)CCCC3
  6.8	-8.8	1.1	96.0	-0.5	16.9	-6.6	-1.0	-18.8	113.5
> CCc1cccc2c(C(=O)CSc3nncn3-c3ccc(OC)cc3)c[nH]c12
  9.0	1.2	1.7	83.1	-4.3	5.4	-4.2	-0.4	-0.8	94.7
> NS(=O)(=O)c1ccc(NC(=O)C2CCCN(S(=O)(=O)c3ccc(F)cc3)C2)cc1 (centres undefined)
  -4.5	-15.3	-1.6	86.2	x	17.0	11.5	-0.9	-17.8	91.8
> C=CCn1c(SCC(=O)NC2CCS(=O)(=O)C2)nnc1-c1cc2c(s1)CCC(CC)C2 (centres undefined)
  x	-2.4	1.1	78.2	-4.0	5.8	4.0	-0.7	0.0	76.7
> COc1ccc(OC)c(/C=N/NC(=O)CCc2ccc(O)c(O)c2)c1
  x	8.3	7.5	52.8	1.2	13.0	-2.4	-2.0	-34.9	50.0
> Cc1c(C(=O)Nc2ccccc2)sc2nc(-c3ccccc3)cn12
  -3.1	-6.5	8.5	82.7	-1.0	6.3	8.7	-0.8	-22.4	76.9
> O=C(N1CCOCC1)N(CCN1CCOCC1)Cc1cccc2ccccc12
  -3.6	-11.4	0.9	93.7	-1.1	18.9	-11.1	-1.6	2.8	92.4
> CCOc1cc(OCC)cc(C(=O)Nc2cccc(C(C)=O)c2)c1
  7.2	-2.7	6.6	96.4	-6.0	2.3	10.0	-0.8	-41.4	100.0
> O=C1CCCCN1CCc1c[nH]c2ccccc12
  -7.0	x	3.1	104.9	x	12.4	-16.4	-2.3	-17.8	102.5
> O=C(OCC(F)(F)C(F)F)c1ccccc1C(=O)Oc1ccc(F)cc1F
  x	-12.4	7.5	99.3	-0.3	1.5	9.0	-0.6	-22.8	90.0
> COc1ccc(-c2csc(NS(=O)(=O)c3ccc([N+](=O)[O-])cc3)n2)cc1
  x	4.2	0.8	90.2	-3.2	11.0	3.9	0.2	-24.2	97.4
> O=C(O)CCc1nnc2n(Cc3ccc(F)cc3)c(=O)c3ccccc3n12
  x	-5.5	1.4	94.7	-0.4	3.2	0.9	-0.6	-52.1	94.9
> Cc1ccc(Nc2nc(N)nc(CN3CCN(C)CC3)n2)cc1
  28.0	-25.9	4.7	99.4	-0.9	2.7	-23.0	1.0	5.3	96.6
> COc1cccc(NC(=O)CSc2nnc(Cn3nnc4ccccc43)n2C)c1
  -1.1	x	2.9	99.5	x	17.4	-7.7	-3.1	2.4	95.5
> Cc1ccccc1NC(=O)Nc1nnc(CC(=O)NCc2ccccc2)s1
  -3.9	4.0	-0.1	84.2	-5.9	7.1	4.3	-4.5	-21.7	97.3
> O=C(c1cccs1)N(Cc1ccco1)Cc1cc2ccccc2[nH]c1=O
  -27.4	-4.9	2.0	89.0	0.6	14.6	-5.5	-4.1	-9.8	78.3
> COC(=O)Cn1c(=NC(=O)c2ccc(OC)cc2)sc2cc(OC)ccc21
  x	0.8	4.3	89.7	-6.2	10.0	11.6	-1.5	-21.2	77.6
> C=CCNCCOCCOc1ccc(Cl)cc1C(C)(C)C
  -18.9	3.5	7.4	78.5	2.4	12.1	16.1	-4.4	-52.7	82.7
> O=c1c2cn[nH]c2[nH]c(=S)n1-c1cccc2ccccc12
  -4.3	0.2	0.6	86.1	-4.3	3.1	4.3	-1.2	-26.2	88.3
> CC(C)(C)C(=O)Nc1ccc(S(=O)(=O)c2ccc(NC(=O)C(C)(C)C)cc2)cc1
  17.1	-5.9	0.9	98.1	-1.0	19.2	-7.1	-2.4	-2.2	84.0
> O=C(COC(=O)C1CC2C=CC1C2)Nc1cccc(S(=O)(=O)N2CCCCC2)c1 (centres undefined)
  5.5	1.5	2.4	94.8	-11.1	4.8	-5.1	-0.3	-30.1	93.8
> Cc1ccc(-c2nn(-c3cc(Cl)ccc3[N+](=O)[O-])c(=O)c3ccccc23)cc1
  -24.9	-4.5	-0.9	51.5	x	-0.2	-15.2	-1.7	-10.4	68.5
> c1ccn2c(SCc3ccc4c(c3)OCCO4)nnc2c1
  7.5	x	3.1	x	0.7	x	-3.4	x	x	x
> COCCN(CCOC)C(=O)c1cc2c(=O)n3ccccc3nc2s1
  0.6	-17.5	1.2	92.1	1.2	9.1	-3.8	0.1	-16.4	96.6
> CCc1ccc(OC)c(S(=O)(=O)Nc2ccccc2C)c1
  7.1	-14.6	7.2	96.3	-4.4	29.9	6.3	-2.5	-20.5	69.5
> COc1cc(Cl)cc2c1Sc1ccccc1/C2=C/CCN(C)C
  13.9	x	8.7	2.2*	x	13.7	2.4	-8.0	-7.6	4.2
> CCOC(=O)CSc1nnc(-c2ccncc2)o1
  -6.7	-5.0	1.9	94.9	x	3.3	18.7	-1.5	-35.4	112.2
> Cc1ccc(C(=O)CC2(O)C(=O)N(Cc3ccc4c(c3)OCO4)c3ccccc32)cc1 (centres undefined)
  1.7	-5.6	1.4	31.4	-0.3	4.8	9.6	-4.5	-11.5	25.4
> Cc1occc1-c1nnc(SCC(=O)c2ccc(F)cc2)n1Cc1ccco1
  4.3	-2.3	6.0	83.3	0.0	3.9	-3.0	-2.2	-23.6	75.3
> Cc1ccc(N(CC(=O)N2CCc3ccccc32)C2=NC(=O)CS2)cc1
  12.8	-5.6	6.9	99.2	-0.6	3.6	-12.6	-2.6	-1.8	102.1
> COc1cccc(CNS(=O)(=O)/C=C/c2ccc3c(c2)OCO3)c1
  x	-13.6	9.6	96.7	-0.9	6.4	-8.7	-3.2	-44.0	84.7
> Cc1ccc(-c2nnc(Oc3cccc(C)c3)c3ccccc23)cc1
  x	1.1	7.6	74.2	-9.4	8.7	1.8	-2.0	-18.0	67.4
> CCN(CC)S(=O)(=O)c1ccc(S(=O)(=O)N2CCN(CCC#N)CC2)cc1
  -7.2	-4.9	3.4	101.3	0.3	3.7	10.1	0.8	14.7	107.9
> O=C(COC(=O)c1ccccc1Br)NCCc1ccc(F)cc1
  8.6	-3.0	3.4	89.6	x	26.3	-20.0	-2.0	-14.8	80.9
> CS(=O)(=O)N1CCCC(C(=O)NCCCN2CCN(Cc3ccccc3)CC2)C1 (centres undefined)
  x	9.3	-2.7	97.4	1.0	14.4	-5.3	0.3	1.5	108.7
> CC(C)(C)c1ccc(C(=O)NCCCN2CCN(CCCNC(=O)c3ccc(C(C)(C)C)cc3)CC2)cc1
  x	-3.8	9.4	1.3*	0.8	10.5	2.6	-5.0	-14.6	1.8*
> Cc1cc(C)c(S(=O)(=O)Nc2ccc(OCC(=O)O)cc2)c(C)c1
  x	-5.3	-0.5	92.2	0.3	11.5	1.2	-1.5	14.3	94.6
> O=C(O)c1ccc(N2CCCCCC2)c(N2C(=O)c3ccccc3C2=O)c1
  -22.9	-0.3	1.4	92.0	-1.7	12.9	0.8	-1.9	-17.6	98.3
> C1COCCNCCOCCOCCN1
  2.1	-8.6	1.8	106.7	x	5.0	-0.6	-1.0	-35.3	107.3
> COc1ccc(-n2nnnc2SCC(=O)N2CCOCC2)cc1
  x	-2.2	0.5	95.0	-0.4	1.2	11.1	0.4	-30.5	123.3
> Cc1ccc(C(=O)c2cc([N+](=O)[O-])ccc2N2CCOCC2)c(C)c1
  10.2	-6.8	2.8	11.7	x	4.2	10.7	-6.5	-11.9	14.1
> CC(C)NC(=O)c1ccccc1NC(=O)CN(c1ccc2c(c1)OCO2)S(C)(=O)=O
  1.5	-7.5	2.5	113.7	-2.7	0.9	-8.0	-1.2	-29.3	97.7
> Cc1c(C(=O)Nc2ccc(Oc3ccccc3)cc2)sc2nc3n(c(=O)c12)CCC3
  27.1	-12.4	2.1	25.9	-3.7	15.0	14.2	-2.9	-26.5	45.6
> COCCNc1nnc(SCC(=O)Nc2sc3c(c2C(=O)c2ccccc2)CCCC3)s1
  x	-1.2	9.0	71.2	4.5	5.1	-2.8	0.1	-30.4	68.0
> CCOC(=O)CSC1=C(C#N)C(c2ccccc2OC)CC(=O)N1 (centres undefined)
  -15.0	-8.2	2.4	30.9	0.3	16.8	10.7	-4.3	-29.8	34.9
> CCCN1C(=O)NC2(O)C(=O)c3ccccc3C12O (centres undefined)
  8.1	-23.3	-3.1	97.8	0.7	3.8	1.9	-0.9	-24.3	94.6
> COc1ccc2nc(C)cc(SCC(=O)NNC(=O)COc3ccc(C)cc3)c2c1
  x	-14.7	-1.6	95.8	x	9.4	4.8	-3.5	-21.6	89.2
> Cc1ccccc1/C=N/NC(=O)CSc1nc2ccccc2o1
  -10.8	-0.5	9.6	108.4	0.4	2.1	5.3	2.4	-32.6	102.2
> Cc1cccc(NC(=S)NC(=O)c2cccs2)n1
  8.4	-12.2	0.8	90.9	x	5.2	5.2	-3.7	8.2	84.1
> CCOc1ccc(C(=O)NCC(=O)OCC(=O)N2C(C)CCCC2C)cc1 (centres undefined)
  16.8	4.3	-0.3	93.1	0.8	7.7	-6.7	-2.1	-45.0	96.4
> CCCCNC(=S)N(C)/N=C/c1ccc2c(c1)OCO2
  x	-3.0	9.7	98.0	-9.0	4.5	11.2	2.8	-13.7	87.0
> CC(C)(O)C1=NOC(c2ccccc2)C1 (centres undefined)
  -5.0	3.4	1.9	54.0	-1.2	15.3	8.1	-1.8	-2.2	54.4
> COC(=O)C1=C(C)NC(=O)CC1c1ccccc1F (centres undefined)
  -3.9	-2.4	0.5	103.2	x	6.2	7.6	-1.4	-21.3	100.0

Source: PubChem

Not a hit list; 6.1% or so of the library scored in one or more.
